# HT1080NT lethal – qHTS for induction of synthetic lethality in tumor cells producing 2HG: qHTS for the HT-1080-NT fibrosarcoma cell line; HT-1080-NT fibrosarcoma viability, CellTiter-Glo ATP luminescence, 48 h; Potency, µM (highest dose often 46.1 µM), without a hit: at the highest dose activity, negative = less viability, actives largely listed as cytotoxic; hit rate 1.6% among 360,000; AID 686970, 2013;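 also: NT is the 2HG producing partner of a matched IDH1 knockdown line; potency is read from the fitted curve at half-maximal effect; 0% = DMSO-treated cells and -100% = media-only wells without cells; nearly all actives have a fitted effect of over 55% in size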
#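 Viability by CellTiter-Glo luminescence after 48 h compound exposure at 37C of HT-1080-NT cells (750/well, RPMI, 5% FBS). % activity scaled between DMSO wells and medium-only wells, then curve-fitted and categorized by curve class.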
# MCF10A rereplic – A quantitative high throughput screen for small molecules that induce DNA re-replication in MCF 10a normal breast cells; AID 624296, 2012; Potency, µM (top dose mostly 46.1 µM), for the others: at the top dose activity, positive = re-replication, hits mostly activators; hit rate 2.9% among 350,000; MCF 10A DNA re-replication, Hoechst nuclear intensity, 48 h; also: potency is read from the fitted curve at half-maximal effect; % of control where 0% means no effect; nearly all actives have a fitted effect of over 50% in size
# ATXN2 expr inh – Primary qHTS for Inhibitors of ATXN expression; Potency, µM (series often up to 57 µM), for inactives: at the top dose activity change, negative = inhibition, usual class: inhibitors; hit rate 0.72% among 360,000; HEK-293 ATXN2-luciferase reporter, luminescence, 24 h; also: potency is read from the fitted curve at half-maximal effect; % is scaled to controls: 0 for no effect and ±100 for the full control effect; nearly all actives have a fitted effect of over 55% in size
#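 ATXN2-luciferase reporter cells (luciferase flanked by upstream and downstream ATXN2 gene portions) were treated 24 h at 37 °C with compounds at up to 57 uM. SteadyGlo luminescence gave expression; GF-AFC fluorescence gave viability.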
# KB-V1 MDR tox – qHTS assay for MDR1-selective chemotherapeutics: Primary screen using the drug-selected MDR subline cells KB-V1; KB-V1 MDR cells viability, CellTiter-Glo, 72 h; Potency, µM (highest dose often 46.1 µM), for inactives: top-dose activity change, negative = cytotoxicity, usual class: cytotoxic; hit rate 3.4% among 400,000; also: potency is read from the fitted curve at half-maximal effect; % is scaled to controls: 0 for no effect and ±100 for the full control effect; nearly all actives have a fitted effect of over 60% in size
#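 Readout: CellTiter-Glo luminescence, 10 min after addition. Cells: KB-V1 MDR subline, 72 h at 37 degrees C with compound. Analysis: corrected, normalized data fitted to concentration-effect curves.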
# SW480 rerep – A quantitative high throughput screen for small molecules that induce DNA re-replication in SW480 colon adenocarcinoma cells. SW480 DNA re-replication, Hoechst DNA content imaging, 48 h. Potency, µM (series often up to 46.1 µM), without a hit: at the highest dose re-replication activation, actives largely listed as activators. hit rate 1.8% among 340,000. AID 624297, 2012; also: potency is read from the fitted curve at half-maximal effect; % of control where 0% means no effect; nearly all actives have a fitted effect of over 55% in size
#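 Cells (250 per well) received 23 nL compound or DMSO by pin tool and were kept 48 hr at 37 C, 5% CO2. Nuclei were then stained with Hoechst for 40 min and scanned for DNA content.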
# HT1080 IDH1KD tx – qHTS for induction of synthetic lethality in tumor cells producing 2HG: qHTS for the HT-1080-IDH1KD cell line; HT-1080 IDH1 knockdown viability, ATP luminescence, 48 h; Potency, µM (series often up to 46.1 µM), inactives show at the highest dose activity, negative = toxicity, actives largely listed as cytotoxic; hit rate 2% among 360,000; AID 686971, 2013;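 also: potency is read from the fitted curve at half-maximal effect; 0% = DMSO wells and -100% = cell-free medium wells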
#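 Luminescent ATP read-out (CellTiter-Glo, 10 min at room temperature) after 48 h compound exposure at 37 °C gave viability of IDH1-knockdown HT-1080 cells. Activity was normalised to DMSO and cell-free wells, then fitted as concentration-response curves.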
# WRN inhibitor – qHTS for Inhibitors of WRN Helicase; WRN helicase unwinding, fluorescent forked duplex, kinetic; hit rate 0.46% among 360,000; Bifunctional 3'-5' exonuclease/ATP-dependent helicase WRN (Homo sapiens), Q14191; Potency, µM (series often up to 114 µM), for the others: at the top dose activity change, negative = inhibition, most hits filed as inhibitors; also: potency is read from the fitted curve at half-maximal effect; % is scaled to controls: 0 for no effect and ±100 for the full control effect; nearly all actives have a fitted effect of over 55% in size
#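 WRN at 20 nM final was preincubated with compound for 15 min at room temperature; reaction started with 100 nM forked duplex oligonucleotide carrying fluorophore and quencher plus 2 mM ATP (final). Unwinding followed kinetically by red fluorescence (ex 525/em 598 nm).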
# IL1B secr inh – qHTS for Inhibitors of Inflammasome Signaling: IL-1-beta AlphaLISA Primary Screen; THP-1 LPS/ATP IL-1B secretion, AlphaLISA, 16 h; stronger effect = lower value; activity change, % at 57.5 µM; AID 743279, 2014; hit rate 4.7% among 360,000; in the data active = activity change below about -50%; inconclusive = mostly about -30% to -49%; also: % is scaled to controls: 0 for no effect and ±100 for the full control effect
#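 THP-1 cells pretreated 1 hr with compounds (up to 57.5 uM final), then stimulated with LPS (250 ng/mL final) plus ATP (1.25 mM final); secreted IL-1B measured by AlphaLISA after 16 hr, decreased signal indicating inhibition.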
# KB-3-1 tox – qHTS assay for MDR1-selective chemotherapeutics: Primary screen using the parental adenocarcinoma cell KB-3-1 | KB-3-1 viability, CellTiter-Glo ATP luminescence, 72 h | Potency, µM (top dose mostly 46.1 µM), for the others: at the top dose activity change, negative = cytotoxic, actives largely listed as cytotoxic | hit rate 1.4% among 400,000 | AID 1347075, 2019; also: potency is read from the fitted curve at half-maximal effect; % is scaled to controls: 0 for no effect and ±100 for the full control effect; nearly all actives have a fitted effect of over 60% in size
#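 Viability of parental KB-3-1 cells, measured by CellTiter-Glo luminescence, followed a 72 h incubation at 37 °C with pinned compounds in phenol-red-free DMEM containing 10% FBS.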
# * marks the source's active call; other numbers are inactive results; ? = inconclusive; · = no result given; & = joins results of further samples; [ ] = dose if it differs, or a comment. Unless noted, calls follow the shape of the dose curve; as a rule, active = well fitted curve in the direction sought with a large enough effect; inconclusive = small, poorly fitted or top-dose-only effect, or another doubt; inactive = no such curve, though single readings can be large; an effect the other way counts as inactive or inconclusive.
# Order of values – HT1080NT lethal	MCF10A rereplic	ATXN2 expr inh	KB-V1 MDR tox	SW480 rerep	HT1080 IDH1KD tx	WRN inhibitor	IL1B secr inh	KB-3-1 tox
> CC(C)C[C@H](NC(=O)OC(C)(C)C)C(=O)N1CCC(C(=O)O)CC1
  0%	-3%	4%	-4%	-5%	20%	-3%	-8	6%
> O=[N+]([O-])c1ccc(NCCCNS(=O)(=O)c2ccccc2)c(Cl)c1
  -20%	0%	-25%	?	-5%	-18%	2%	-9	12%
> N=c1c2ccccc2nc2n1CCCCCCC2
  -5%	·	·	-19%	·	0%	1%	28	-3%
> O=C(Nc1ccc(F)cc1)c1ccc(Cn2cnnn2)cc1
  29%	-7%	6%	-3%	-9%	20%	4%	-4	16%
> CC(=O)Oc1ccc2oc(-c3ccccc3)c(C(N)=O)c2c1
  7%	5%	2%	4%	-3%	21%	1%	0	-2%
> CC1CC(C)CN(c2cc(N(C)CCO)c([N+](=O)[O-])c3nonc23)C1 (stereo not drawn)
  -4%	10%	-8%	-30%	-5%	3%	9%	-11	29%
> O=C(NC1CCCC1)C(c1ccsc1)N(Cc1ccccc1)C(=O)Cc1cccs1 (stereo not drawn)
  3%	20%	18%	4.6µM*	8%	-14%	-11%	-22	-9%
> CN(C)c1ccc(CN2CCC(C(=O)NC(c3ccc(F)cc3)c3ccc4ccccc4n3)CC2)cc1 (stereo not drawn)
  15µM*	·	?	-7%	·	?	11%	-54*	?
> Cn1c(=O)c2c(nc(N3CCCCC3)n2CCNC2=NCCC2)n(C)c1=O
  12%	2%	7%	?	-2%	13%	-9%	15	1%
> O=C(NCCC(=O)N1CCCC(C(F)(F)F)C1)c1ccccc1Cl (stereo not drawn)
  6%	3%	-3%	-7%	0%	8%	-9%	2	-2%
> CCC(=O)NC(c1cc(Cl)c2ccccc2c1O)C(C)C (stereo not drawn)
  ·	4%	-7%	-25%	-45%[inhibitor][9.22 µM]	·	·	·	0%
> COC(=O)Cc1ccc(NC(=S)NNC(=O)C2CC2)cc1
  -1%	1%	-5%	12%	-113%[inhibitor]	10%	-2%	14	7%
> CCCS(=O)(=O)N1CCCC(C(=O)NCCCN2CCCC2=O)C1 (stereo not drawn)
  0%	?	-15%	-12%	5%	-29%	-1%	11	0%
> NC(=O)NC(=O)CSc1nc2sc(-c3ccccc3)cc2c(=O)n1-c1ccccc1
  2%	1%	17%	-16%	-60%[inhibitor][1.84 µM]	18%	-3%[57.1 µM]	?	0%
> COc1ccc(C(=O)NN/C(C)=C/C(=O)C(F)(F)C(F)(F)C(F)(F)F)cc1
  -1%	?	-21%	-3%	-3%	-4%	-24%[57.1 µM]	11	-3%

# The results go on:
# Order of values – HT1080NT lethal	MCF10A rereplic	ATXN2 expr inh	KB-V1 MDR tox	SW480 rerep	HT1080 IDH1KD tx	WRN inhibitor	IL1B secr inh	KB-3-1 tox
> COc1ccc(S(=O)(=O)Nc2ccccn2)cc1C(=O)Nc1ccccc1
  9%	4%	3%	0%	-13%	19%	-22%	-11	9%
> CCN(CC)c1ccc(/C=N/NC(=S)NCc2ccco2)cc1
  ?	?	-6%	?	?	?	-11%	-18	18µM*
> COc1ccc(-c2[nH]n(-c3ccc([N+](=O)[O-])cc3)c(=O)c2C=NCc2ccc(F)cc2)cc1
  7%	?	-8%	-26%	-80%[inhibitor]	-5%	2%	0	-28%
> O=C(CSc1nc(C2CC2)nc2ccccc12)Nc1ccccc1
  -14%	-5%	4%	-29%	0%	1%	-4%	-61*	16%
> CCOc1cc(/C=C2\C(=O)ON=C2C)ccc1OCc1ccccc1
  ?	?	?	?	15%	?	?	-117*	?
> Cc1nnc(NC(=O)CSCc2ccccc2)s1
  4%	0%	8%	-4%	-3%	0%	-3%	29	9%
> O=C(CCCCCN1C(=O)c2ccccc2C1=O)Oc1ccc2c3c(c(=O)oc2c1)CCC3
  0%	0%	-8%	-19%	0%	1%	2%	11	7%
> C/C(CCc1ccccc1)=N\NC(=S)NCCc1ccccc1
  -1%	8%	-8%	?	?	-3%	12%	12	-19%
> CCNC(=O)C1(C)CCN(C(=O)c2ccccc2)C1 (stereo not drawn)
  ?	·	4%	2%	·	5%	6%	27	0%
> COC(=O)c1ccc(COC(=O)C2CCN(S(=O)(=O)c3ccc(C)c(C)c3)CC2)o1
  -7%	0%	6%	-7%	-1%	-1%	4%	27	-4%
> Cc1ccc(Cn2c(CCC(=O)O)nc3ncccc3c2=O)cc1
  17%	-15%	-15%	0%	-2%	10%	7%	-8	1%
> CNc1nc(Sc2cccc(C(F)(F)F)c2)cc(C(F)(F)F)n1
  5%	22%	-21%	-27%	0%	0%	8%	1	-3%
> CN(C)c1cccc(CNC(=O)c2ccc3sc([C@@H]4O[C@H](CO)[C@H](O)[C@H](O)[C@H]4O)nc3c2)c1
  12%	·	8%	4%	·	15%	1%	-9	0%
> CCOC(=O)c1ccc(NC(=S)N2CCN(c3ccccn3)CC2)cc1
  0%	2%	4%	8%	-5%	-5%	1%	15	-1%
> CCc1ccc(NC(=O)Cn2nnc(C(=O)NCc3ccco3)c2N)cc1
  -23%	3%	17%&-1%	?	-7%	-10%	-8%	17	7%&-8%

# Individual results from above:
# Entry of CC(=O)Oc1ccc2oc(-c3ccccc3)c(C(N)=O)c2c1 under SW480 rerep: -3%
# Entry of COc1ccc(S(=O)(=O)Nc2ccccn2)cc1C(=O)Nc1ccccc1 under MCF10A rereplic: 4%
# Entry of N=c1c2ccccc2nc2n1CCCCCCC2 under HT1080 IDH1KD tx: 0%

# Following part
# Order of values – HT1080NT lethal	MCF10A rereplic	ATXN2 expr inh	KB-V1 MDR tox	SW480 rerep	HT1080 IDH1KD tx	WRN inhibitor	IL1B secr inh	KB-3-1 tox
> Cc1ccccc1NS(=O)(=O)c1ccc(C(=O)N2CCN(S(=O)(=O)c3ccccc3)CC2)cc1
  6%	8%	-14%	?	-11%	14%	-5%	-4	-2%
> CCCCOC(=O)CCc1c(C)[nH]c(=S)[nH]c1=O
  -5%	12%	4%	0%	-11%	1%	-7%	0	?
> O=C(OCCN(C1=NS(=O)(=O)c2ccccc21)c1ccc(Cl)cc1)c1ccco1
  4%	-2%	-6%	1%	4%	3%	10%	10	-12%
> CCC(C)(C)C1CCC2(CC1)NC(=O)N(CC(=O)NCCc1c[nH]c3ccccc13)C2=O (stereo not drawn)
  -2%	21%	11%	21µM*	14%	-14%	4%	-21	?
> COc1ccc(C(=O)NNC(=O)CN2CCC(n3nnc4cc(F)ccc43)CC2)cc1
  4%	1%	-10%	-1%	5%	7%	-3%	1	-3%
> Cc1cccc(-c2nc(CN3CCCC(C(=O)NC4CCCC4)C3)c(C)o2)c1 (stereo not drawn)
  ?	?	-22%	9.2µM*	?	?	-11%	-24	-20%
> O=C(Nc1nc2c(Cl)ccc(Cl)c2s1)c1ccco1
  3%	-2%	15%	-12%	1%	-1%	-9%	0	-11%
> COc1cc(NC(=S)N2CCN(C(c3ccccc3)c3ccccc3)CC2)cc(OC)c1
  -16%	1%	-11%	-2%	-1%	-19%	2%	?	-12%
> CCC(C)NC(=O)C1CCCN(S(=O)(=O)c2ccc3c(c2)CC(C)N3C(=O)C2CC2)C1 (stereo not drawn)
  2%	-13%	-9%	-5%	3%	7%	6%	-18	0%
> CCc1ccc2c(CN3CCC(C(=O)OC)CC3)cc(=O)oc2c1
  -2%	4%	15%	9%	0%	-13%	-1%	13	12%
> CCCN(Cc1cc(=O)[nH]c2ccccc12)C(=O)CC
  -5%	1%	·	3%	27%	14%	6%	50	1%
> COc1ccc(OC)c(S(=O)(=O)Nc2cc(C(=O)O)ccc2N2CC3CC(C2)c2cccc(=O)n2C3)c1 (stereo not drawn)
  8%	-3%	·	10%	-8%	8%	-6%	-2	1%
> CCn1nc(C)c(CNC(=O)c2cc(COc3ccc(F)cc3Cl)on2)c1C
  9.2µM*	12%	·	?	0%	-2%	7%	-14	?
> COc1ccc(/C(C)=N\NS(=O)(=O)c2ccccc2)cc1OC
  12%	6%	-5%	4%	-92%[inhibitor]	10%	-16%	21	5%
> CCC(=O)N/N=C(\C)CC(=O)Nc1ccc2c(c1)OCCO2
  1%	14%	·	-1%	6%	12%	0%	-14	-1%
> Cc1nc(N2CCC(C)CC2)c2c(C)c(C(=O)O)sc2n1
  0%	10%	-7%	0%	-11%	-13%	-3%	-8	25%
> NC(=O)C1CCN(C(=O)CC2C(=O)NCCN2Cc2cccc(Oc3ccccc3)c2)CC1 (stereo not drawn)
  2%	14%	0%	·	2%	13%	-21%	-7	·
> COc1ccc(NC(=O)C[C@H]2C(=O)N(c3ccccc3)C[C@@H]2CSC)cc1
  3%	·	-5%	?	·	2%	0%	-28	18%

# Screens (PubChem)

# The order is random. Share with any hit: about 12%.
